# Source: PubChem (several laboratories)
# HUVEC tox TNFa – HUVEC cytotoxicity counter-screen, TNF alpha stimulated | AID 848 | HUVEC TNFalpha-stimulated, Hoechst cell count, imaging | actives 0.17% (n = 93,000) | cell count reduction, % at 2 µM;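 active means cell count reduction exceeding the screen mean by over 5 SD, scaled to untreated wells per plate, cut at about 78% in these data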;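 further: cells counted after 24 h of TNF alpha exposure following the 1 h pretreatment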
# IL1B cytotox – HUVEC cytotoxicity counter-screen, IL-1B stimulated; HUVEC cell count loss, Hoechst imaging; cell count reduction, % at 2 µM; actives 0.41% (n = 94,000); AID 845;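 active means cell count reduction more than 3 SD above the screen-wide mean, cut at about 70% in these data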;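 further: normalized per plate to untreated control cells as the no-loss baseline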
# CYP2C19 act – cytochrome P450 2C19 (human) activation; P33261; recombinant CYP2C19, luciferin-H EGE luminescence; active compounds read high; 0 = fully inhibited enzyme, 1 = untreated enzyme; activation factor at 5 µM; 96,000 tested, under 10 active; AID 1025;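 active means activation factor of at least 2 at 5 µM in the primary screen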;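 further: 0 = wells with 2.5 mM tranylcypromine and 1 = vehicle-only wells; values of inactives mirror those of a sister screen read the other way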
# CYP2C9 activ – increases human cytochrome P450 2C9 activity. P11712. recombinant CYP2C9, luciferin-H conversion, luminescence; active compounds read high; factor 1 = untreated enzyme, 0 = blocked. activation factor at 5 µM. actives 1.4% (n = 96,000). AID 1024;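 active means activation factor of 2 or more for CYP2C9 at a 5 µM dose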;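 further: 0 = sulfaphenazole-blocked wells and 1 = vehicle-only wells; values of inactives mirror those of a sister screen read the other way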
# CYP2C19 inhib – blocks human cytochrome P450 2C19; AID 778; inhibition, % at 5 µM; actives 21% (n = 96,000); P33261; CYP2C19 Supersomes, luciferin-H EGE luminescence, 30 min;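 active means CYP2C19 inhibition above a set limit at 5 µM in the primary screen, cut at about 50% in these data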;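 further: plate controls were negative control wells for no effect and 2.5 mM tranylcypromine positive control for full effect; values of inactives mirror those of a sister screen read the other way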
# hDAT+cocaine – human DAT dopamine uptake with cocaine, either direction; LLC-PK1 hDAT cells, [14C]-dopamine uptake with cocaine IC80; actives deviate in either direction; B-score at 10 µM; actives 1.3% (n = 110,000);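 active means Z score or B-score, a plate-position-corrected score, falls beyond the plate's 99.7% confidence bounds, in either direction; inactive means both scores lie inside the 99.7% bounds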;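 further: scored against the spread of the other compound wells on the same plate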
# Target sequence (Q01959 whole entry, looked up): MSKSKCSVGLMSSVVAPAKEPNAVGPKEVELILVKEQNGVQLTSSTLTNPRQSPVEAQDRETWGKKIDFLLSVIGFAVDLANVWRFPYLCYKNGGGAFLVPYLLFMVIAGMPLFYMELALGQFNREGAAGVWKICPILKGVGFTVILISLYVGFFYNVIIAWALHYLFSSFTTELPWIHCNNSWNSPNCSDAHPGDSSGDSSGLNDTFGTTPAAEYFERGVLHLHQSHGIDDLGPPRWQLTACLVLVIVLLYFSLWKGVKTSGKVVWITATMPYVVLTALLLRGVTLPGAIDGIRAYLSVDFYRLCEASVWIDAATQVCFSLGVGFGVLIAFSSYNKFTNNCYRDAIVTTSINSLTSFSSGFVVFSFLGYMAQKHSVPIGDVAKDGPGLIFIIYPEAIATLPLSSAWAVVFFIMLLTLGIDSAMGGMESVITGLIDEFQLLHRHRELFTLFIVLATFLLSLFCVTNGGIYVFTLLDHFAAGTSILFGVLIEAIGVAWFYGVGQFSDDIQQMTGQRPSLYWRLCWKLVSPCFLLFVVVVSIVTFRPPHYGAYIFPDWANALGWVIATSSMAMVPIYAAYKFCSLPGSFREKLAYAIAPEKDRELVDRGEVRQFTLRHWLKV
# CYP2C9 inhib – inhibitors of human CYP2C9; P11712; actives 20% (n = 96,000); inhibition, % at 5 µM; AID 777; CYP2C9 Supersomes, luciferin-H conversion, luminescence;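 active means blocking of liver enzyme CYP2C9 beyond about 50% at 5 µM, limit read from the data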; further: values of inactives mirror those of a sister screen read the other way
# VCAM1 TNFa inh – reduces TNF alpha induced VCAM1 expression in HUVEC. actives 0.48% (n = 95,000). HUVEC TNFa-induced VCAM-1 immunofluorescence, high-content imaging. AID 802. inhibition, % at 2 µM;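 active means inhibition above the batch mean plus 3 SD, with images confirmed as a hit by eye, cut at about 37% in these data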;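 further: 0% = TNF-stimulated DMSO wells and 100% = unstimulated control wells; not every result past the cut was called active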
# Candida biofilm – kills Candida albicans biofilms | C. albicans biofilm + clotrimazole, Alamar Blue | inhibition, % at 6 µM | actives 0.14% (n = 85,000);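 active means inhibition above 20%; inactive means inhibition below 20%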;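 further: preformed 24 hr biofilms exposed to compound for 48 hr; 0% = biofilm without compound and 100% = blank killed by clotrimazole plus chlorhexidine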
# * marks the source's active call; other numbers are inactive results; / = not tested or not shown.
1: CCCCCn1c(N)c(-c2nc3ccccc3s2)c2c([N+](=O)[O-])nn(CC)c(=O)c21
2: CCOc1ccc(N(CC(=O)Nc2ccc(OC)cc2)S(=O)(=O)c2c(C)noc2C)cc1
3: c1ccc(-c2n[nH]c3ccccc23)cc1
4: Cc1ccc(OCC(=O)NC(=S)Nc2ccc(Br)c(C)n2)cc1
5: CCOc1ccccc1OCC(=O)NC1CCCCC1
6: Cc1ccc(S(=O)(=O)N2CCN(S(=O)(=O)c3ccc4c(c3)OCCO4)CC2)cc1
7: CCOc1ccc(-c2nnc(-c3ccccc3)n2-c2ccccc2)cc1
8: O=C(NCc1ccccc1)NC1(C(=O)Nc2ccc3c(c2)OCCO3)CCCCC1
9: CCc1nc(NCC2CCCO2)c2oc3ccccc3c2n1 (stereo unspecified)
10: CCOC(=O)CC(=O)CSc1ncnc2c1cnn2-c1ccccc1

assay / entry	1	2	3	4	5	6	7	8	9	10
HUVEC tox TNFa	-14	-7	/	-31	-40	-9	-4	-26	-12	-27
IL1B cytotox	-23	-30	/	0	-6	16	-5	-30	17	-57
CYP2C19 act	1	0.9	0.8	1.1	0.8	1.1	0.7	1.2	0.5	0.7
CYP2C9 activ	0.3	0.9	1.1	1	1.2	1.1	0.3	1.2	0.5	0.6
CYP2C19 inhib	-2	7	20	-6	23	-14	28	-18	48	27
hDAT+cocaine	0.84	0.66	0.25	-0.38	-0.2	0.47	-0.17	-0.45	0.47	0.45
CYP2C9 inhib	72*	8	-6	1	-16	-10	65*	-15	46	37
VCAM1 TNFa inh	12	5	/	0	20	5	6	3	-12	-10
Candida biofilm	/	4	4	/	7	4	/	6	11	6

11: CCN(CC)CCn1c(=N)n(CCO)c2ccccc21
12: Cc1ccc(C(=O)N/C(=C\c2cn(-c3ccccc3)nc2-c2ccccc2)C(=O)N2CCOCC2)cc1
13: CC(C)CC(OC(=O)c1cccs1)C(=O)NCC1CCCO1 (stereo unspecified)
14: O=C(NC1=NCCS1)c1ccc2c(c1)C(=O)N(Cc1ccco1)C2=O
15: Cc1ccc(S(=O)(=O)Cc2ccc(C(=O)OCc3ccccc3)cc2)cc1
16: CCOc1ccccc1NC(=O)c1cccc2c1C(=O)N(CCOC)C2
17: CC(/C=N/NC(=O)c1cc(-c2ccncc2)nc2ccccc12)=C\c1ccco1
18: CN(C)S(=O)(=O)N1CCN(C(=O)c2ccccc2)CC1
19: O=C(CN(C(=O)CSc1nnc(COc2ccccc2)o1)c1ccc(F)cc1)NC1CCCCC1
20: CCc1cc(Br)ccc1NC(=O)C1CCCO1 (stereo unspecified)

assay / entry	11	12	13	14	15	16	17	18	19	20
HUVEC tox TNFa	-12	/	-29	-34	0	-28	65	-27	9	-5
IL1B cytotox	-15	1	14	3	-2	-18	40	-16	22	-39
CYP2C19 act	1	0.8	0.4	0.9	0.9	0.3	0	0.6	0.9	0.7
CYP2C9 activ	1.1	0.9	0.2	0.8	0.8	0.1	0	1	0.7	1
CYP2C19 inhib	1	15	58*	10	12	67*	96*	44	10	30
hDAT+cocaine	0.019	-1.4	-0.77	-1.1	-1.3	-0.65	/	-4.5*	-0.37	-0.47
CYP2C9 inhib	-10	11	84*	21	23	88*	100*	-2	30	-2
VCAM1 TNFa inh	6	-16	20	-26	9	7	87*	6	-14	5
Candida biofilm	2	/	7	3	3	1	/	-1	/	7

21: Cc1ccc2nsnc2c1S(=O)(=O)N(Cc1cc2cccc(C)c2[nH]c1=O)CC1CCCO1 (stereo unspecified)
22: CCn1c(-c2cc(Br)ccc2O)n[nH]c1=S
23: CCOC(=O)Cc1csc(NC(=O)c2ccc(S(=O)(=O)N3CCCC3)cc2)n1
24: CCCc1nnc2n1N=C(c1ccc(-c3cc(Cl)ccc3Cl)o1)CS2
25: O=C(NCCCN1CCOCC1)c1c(F)cccc1F
26: COc1ccc(OC)c(NC(=O)CSc2nnc(N)s2)c1
27: COc1ccc(N2CC(C(=O)NCCc3ccc(OC)c(OC)c3)CC2=O)cc1 (stereo unspecified)
28: Cn1c(N)c(C(=O)Nc2ccc3ccccc3c2)sc1=S
29: COc1cccc2cc(C(=O)n3ccc(C)n3)c(=O)oc12
30: O=C(Nc1ccc(-c2nnc(-c3ccccc3)o2)cc1)C(F)(F)F

assay / entry	21	22	23	24	25	26	27	28	29	30
HUVEC tox TNFa	-6	-5	-14	-9	-22	-22	-37	-9	-10	-11
IL1B cytotox	6	20	-26	6	16	-11	-15	-3	26	10
CYP2C19 act	0.9	/	0.2	/	1	0.5	1	1.1	1	1
CYP2C9 activ	0.2	/	0.1	/	1	0.7	1	1	1.8	0.8
CYP2C19 inhib	7	/	79*	/	-4	50*	-3	-9	5	-1
hDAT+cocaine	-0.57	0.56	1.2	-0.78	0.073	0.021	0.46	/	-0.31	/
CYP2C9 inhib	78*	/	88*	/	-3	32	2	2	-79	18
VCAM1 TNFa inh	0	0	-15	7	10	15	9	-2	2	-2
Candida biofilm	3	11	0	12	1	9	4	/	3	/

31: Nc1ccc(-c2nc3ccc(N)cc3o2)cc1
32: CC(C)COC(=O)C1C2C=CC3(CN(C4CCCC4)C(=O)C13)O2 (stereo unspecified)
33: c1ccc(CNc2ncnc3c2oc2ccccc23)nc1
34: Cn1c(Sc2ccccc2Cl)c(C=O)c2ccccc21
35: CCc1ccc(C(=O)/C=C/c2ccc([N+](=O)[O-])o2)cc1
36: C/C(=N/OC(=O)c1ccc(C)cc1)c1ccc(N2C(=O)C3CCCCC3C2=O)cc1 (stereo unspecified)
37: Cc1ccc(CSc2nnc(-c3ccc4c(c3)OCO4)o2)cc1
38: N#Cc1nc(-c2cccs2)oc1NCc1ccc(Cl)cc1
39: Cc1noc(C)c1S(=O)(=O)N1CCC(C(=O)N2CCN(C3CCCC3)CC2)CC1
40: Clc1ccc(CNc2nc(N3CCOCC3)nc(N3CCOCC3)n2)cc1

assay / entry	31	32	33	34	35	36	37	38	39	40
HUVEC tox TNFa	-25	/	-1	-27	-6	-41	-6	/	-1	-12
IL1B cytotox	-18	/	-6	-112	-18	-83	-31	/	17	-64
CYP2C19 act	0.9	1	1.1	0.6	0.8	1.1	0.9	0.9	0.9	0.2
CYP2C9 activ	0.7	1	1	0.6	1	1	0.8	0.8	0.9	0.2
CYP2C19 inhib	13	-4	-9	40	16	-13	13	11	12	77*
hDAT+cocaine	0.92	1.3	-1.5	/	-0.67	-0.6	-0.23	0.032	1.2	0.35
CYP2C9 inhib	30	4	2	36	0	3	15	21	10	75*
VCAM1 TNFa inh	4	/	10	-11	49*	-25	-6	/	-3	-10
Candida biofilm	-5	13	6	/	4	/	4	2	/	-2

41: CC(C)NS(=O)(=O)c1ccc(Oc2ncc(C(F)(F)F)cc2Cl)cc1
42: CCn1c(-c2cc(OC)c(OC)c(OC)c2)n[nH]c1=S
43: COc1ccc(OC)c(C(c2nnnn2CC2CCCO2)N2CCN(C3CCCC3)CC2)c1 (stereo unspecified)
44: CCCOc1ccc(-c2nc(C#N)c(N3CCC(C(N)=O)CC3)o2)cc1
45: O=C(OCCN1C(=O)c2ccccc2C1=O)c1cnccn1
46: CC1=C(C(=O)OC(C)C)C(C2CC=CCC2)NC(=O)N1 (stereo unspecified)
47: O=C(Nc1cccc(OC(F)(F)F)c1)c1ccc(Br)o1
48: Cc1cc(C)c(S(=O)(=O)c2ccccc2C)c(OCC(C)(C)C)n1
49: CCOC(=O)N1CCN(C(=O)COc2ccc(S(=O)(=O)NC3CCCCC3)cc2C)CC1
50: CCc1nc(SCC(=O)O)c(C#N)cc1C

assay / entry	41	42	43	44	45	46	47	48	49	50
HUVEC tox TNFa	-19	-8	-3	4	-6	-3	19	-25	-1	-14
IL1B cytotox	-22	6	-47	4	9	1	-19	-36	-14	-125
CYP2C19 act	0.7	0.8	0.9	1.2	0.9	0.4	0.1	0.8	1	1.1
CYP2C9 activ	1	0.9	0.9	0.6	0.9	0.9	0.8	0.7	0.6	1.1
CYP2C19 inhib	33	19	13	-18	9	65*	89*	24	-2	-12
hDAT+cocaine	-0.051	0.79	0.12	0.011	-0.65	0.93	1.5	-0.41	0.0077	-0.87
CYP2C9 inhib	0	11	14	43	9	8	16	31	42	-12
VCAM1 TNFa inh	7	11	5	0	-12	11	-15	14	16	-2
Candida biofilm	/	10	3	5	-3	5	1	/	6	8

# Shown with values under each structure: entries from further up.
# Each structure is followed by: HUVEC tox TNFa | IL1B cytotox | CYP2C19 act | CYP2C9 activ | CYP2C19 inhib | hDAT+cocaine | CYP2C9 inhib | VCAM1 TNFa inh | Candida biofilm
40. Clc1ccc(CNc2nc(N3CCOCC3)nc(N3CCOCC3)n2)cc1
    -12 | -64 | 0.2 | 0.2 | 77* | 0.35 | 75* | -10 | -2
41. CC(C)NS(=O)(=O)c1ccc(Oc2ncc(C(F)(F)F)cc2Cl)cc1
    -19 | -22 | 0.7 | 1 | 33 | -0.051 | 0 | 7 | /
42. CCn1c(-c2cc(OC)c(OC)c(OC)c2)n[nH]c1=S
    -8 | 6 | 0.8 | 0.9 | 19 | 0.79 | 11 | 11 | 10
43. COc1ccc(OC)c(C(c2nnnn2CC2CCCO2)N2CCN(C3CCCC3)CC2)c1 (stereo unspecified)
    -3 | -47 | 0.9 | 0.9 | 13 | 0.12 | 14 | 5 | 3
44. CCCOc1ccc(-c2nc(C#N)c(N3CCC(C(N)=O)CC3)o2)cc1
    4 | 4 | 1.2 | 0.6 | -18 | 0.011 | 43 | 0 | 5
45. O=C(OCCN1C(=O)c2ccccc2C1=O)c1cnccn1
    -6 | 9 | 0.9 | 0.9 | 9 | -0.65 | 9 | -12 | -3
46. CC1=C(C(=O)OC(C)C)C(C2CC=CCC2)NC(=O)N1 (stereo unspecified)
    -3 | 1 | 0.4 | 0.9 | 65* | 0.93 | 8 | 11 | 5
47. O=C(Nc1cccc(OC(F)(F)F)c1)c1ccc(Br)o1
    19 | -19 | 0.1 | 0.8 | 89* | 1.5 | 16 | -15 | 1

# Additional entries
51: Cc1nc(-n2ncc(C#N)c2N)c2c3c(sc2n1)CCC3
52: Cc1cccc(N2CCN(c3ccc(NC(=O)/C=C(/C(=O)O)c4ccccc4)cc3)CC2)c1
53: COc1ccc(Cc2c(O)nc[nH]c2=O)cc1
54: O=S(=O)(Nc1ccc(N2CCCCC2)cc1)c1cccs1
55: Cc1ccc(CNS(=O)(=O)NCc2ccccc2)cc1
56: Cc1ccc(C(=O)Nc2sc3c(c2C(=O)O)CCCCC3)o1
57: N#Cc1c(N)nc2c3c(sc(=N)c2c1N)NC(=O)CC3c1ccccc1Cl (stereo unspecified)

assay / entry	51	52	53	54	55	56	57
HUVEC tox TNFa	-17	-17	-4	-18	-58	22	-2
IL1B cytotox	8	/	-5	0	1	21	/
CYP2C19 act	1	1	1	0	0.2	0.8	1
CYP2C9 activ	0.9	1	0.9	0	1.1	0.9	0.9
CYP2C19 inhib	-3	4	-1	98*	77*	21	-1
hDAT+cocaine	-0.48	0.18	0.34	-0.75	-0.48	1.6	-0.92
CYP2C9 inhib	6	3	5	100*	-8	14	9
VCAM1 TNFa inh	-5	8	-4	1	-6	-13	-14
Candida biofilm	7	/	/	6	2	2	6
